S1P4 agonist: S1P4 receptor agonists, primary screen, cell-based | 0.35% of 220,000 active | Sphingosine 1-phosphate receptor 4 (Homo sapiens), O95977 | activation, % at 4.98 µM | S1P4-expressing cell line, agonist reporter assay; in the data active means activation above about 11%;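 further: 0% = DMSO vehicle and 100% = reference agonist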
NPY2 pot ag: NPY-Y2 potentiators or agonists, primary screen, cell-based. activation, % at 3.6 µM. cells expressing NPY-Y2, potentiator/agonist read-out. 0.45% of 220,000 active; in the data active means activation above about 27%;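 further: cells stimulated with NPY near EC25 plus isoproterenol at EC100; 0% = vehicle plus submaximal agonist and 100% = vehicle plus saturating agonist; some results beyond the cut were filed as inactive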
S1P4 antag: S1P4 receptor antagonists, primary screen, cell-based. Sphingosine 1-phosphate receptor 4 (Homo sapiens), O95977. S1P4-expressing cells, antagonist mode, reporter read-out. inhibition, % at 4.98 µM. 0.26% of 220,000 active; in the data active means inhibition above about 29%;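 further: 0% = wells stimulated with agonist and 100% = vehicle wells without agonist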
TRPML3 ag: human TRPML3 channel agonists, primary screen, cell-based, HEK293 TRPML3-YFP, Fluo-8 calcium fluorescence, 3 µM; activation, % at 3 µM; 0.29% of 220,000 active; Mucolipin-3 (Homo sapiens), Q8TDD5; 100% = the carbachol control signal;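 active means activation above its plate's cutoff, the mean activation of the plate's test wells plus 3 SD, cut at about 12% in these data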;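 further: 0% = DMSO only wells and 100% = carbachol wells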
Target sequence (Q8TDD5 whole entry, looked up): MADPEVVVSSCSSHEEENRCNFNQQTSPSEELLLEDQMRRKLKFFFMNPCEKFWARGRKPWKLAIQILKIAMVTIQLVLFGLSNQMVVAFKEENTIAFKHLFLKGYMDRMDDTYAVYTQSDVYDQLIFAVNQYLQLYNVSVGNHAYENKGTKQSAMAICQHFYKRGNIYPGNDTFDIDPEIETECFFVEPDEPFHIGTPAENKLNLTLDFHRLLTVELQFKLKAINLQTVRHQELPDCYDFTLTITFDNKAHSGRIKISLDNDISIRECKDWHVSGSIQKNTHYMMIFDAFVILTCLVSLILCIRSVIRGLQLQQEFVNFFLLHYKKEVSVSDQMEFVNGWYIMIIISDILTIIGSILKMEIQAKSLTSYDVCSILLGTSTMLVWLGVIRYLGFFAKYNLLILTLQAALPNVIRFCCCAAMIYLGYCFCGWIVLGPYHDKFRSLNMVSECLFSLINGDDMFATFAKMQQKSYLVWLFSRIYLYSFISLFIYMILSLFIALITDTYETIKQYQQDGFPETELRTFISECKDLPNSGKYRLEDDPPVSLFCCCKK
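system = HEK293 cells stably carrying human TRPML3-YFP | doses = one concentration, 3 µM nominal, 0.3% DMSO | timing = dye loading 1 h 37 °C then 30 min ambient, 125 s read | detection = Fluo-8 calcium dye fluorescence, ex 470-495, em 515-575 nm | benchmarks = high control carbachol 87 µM, low control DMSO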
EP2 modulator: EP2 receptor modulators, cAMP readout, primary screen, cell-based, HTRF cAMP, PGE2 stimulation; Prostaglandin E2 receptor EP2 subtype (Homo sapiens), P43116; EP2-expressing cells, cAMP HTRF FRET, PGE2 co-stimulation; induction, % at 25 µM; 0.83% of 260,000 active; AID 940, 2007;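 active means compounds whose cAMP rise, as percent of the full-agonist control response, exceeds 60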;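 further: rat C6 glioma line stably carrying human EP2 under a CMV promoter; the protocol text gives 20 µM as final concentration; 100% = response of wells given 1 µM PGE2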
CHOP inhibitor: inhibitors of CHOP promoter induction, primary screen, cell-based, unfolded protein response, luciferase reporter. CHO-K1 CHOP-promoter luciferase, tunicamycin-induced, 15-18 h. inhibition, % at 10 µM. 3.8% of 220,000 active;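 active means compounds that reduced the stress-induced luciferase reporter signal by more than about 70% of percent inhibition, limit read from the data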;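 further: 0% = tunicamycin plus vehicle and 100% = wells without tunicamycin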
zfTRPN1 agonist: zebrafish TRPN1 channel agonists, primary screen, cell-based, HEK293, calcium fluorescence; activation, % at 3 µM; 0.18% of 220,000 active; HEK293 zebrafish TRPN1-YFP, Fluo-8 calcium fluorescence; 100% = response to 87 µM carbachol; transient receptor potential cation channel N1 (TRPN1/NompC), Danio rerio;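 active means activation above its plate's cutoff, the mean activation of test wells on that plate plus 3 SD, cut at about 19% in these data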;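 further: 0% = DMSO alone and 100% = 87 µM carbachol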
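Material – zebrafish TRPN1-YFP in HEK293 cells · Doses – 3 µM single point · Schedule – dye 1 h 37 °C plus 30 min RT · Signal – Fluo-8 calcium fluorescence, excitation 470-495 nm, emission 515-575 nm · Read-out – % activation versus carbachol response · Control set – carbachol high, DMSO low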
NPY1 pot ag: NPY-Y1 receptor potentiators or agonists, primary screen, cell-based; Neuropeptide Y receptor type 1 (Homo sapiens), P25929; NPY-Y1 expressing cells, potentiator/agonist activation; activation, % at 3.6 µM; 0.37% of 220,000 active; AID 1304, 2008; in the data active means activation above about 33%, passing the limit was not always enough;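 further: cells stimulated with NPY at EC10 then isoproterenol at EC100; 0% = low agonist plus stimulus and 100% = saturating agonist plus stimulus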
Target sequence (P25929 whole entry, looked up): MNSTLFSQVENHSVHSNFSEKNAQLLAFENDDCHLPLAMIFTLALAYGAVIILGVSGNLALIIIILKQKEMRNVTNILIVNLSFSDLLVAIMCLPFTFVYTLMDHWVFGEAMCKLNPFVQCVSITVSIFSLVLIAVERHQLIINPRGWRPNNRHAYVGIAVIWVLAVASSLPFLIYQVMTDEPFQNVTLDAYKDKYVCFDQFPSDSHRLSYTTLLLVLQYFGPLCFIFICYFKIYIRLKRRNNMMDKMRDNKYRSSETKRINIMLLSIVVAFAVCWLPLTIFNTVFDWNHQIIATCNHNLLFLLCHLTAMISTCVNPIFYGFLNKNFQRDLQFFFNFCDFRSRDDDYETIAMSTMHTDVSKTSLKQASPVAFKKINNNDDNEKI
NPY Y1 blocker: NPY-Y1 receptor antagonists, primary screen, cell-based. 1% of 200,000 active. inhibition, % at 3.6 µM. AID 1040, 2008. Neuropeptide Y receptor type 1 (Homo sapiens), P25929. HEK293-CNG Y1 cells, membrane potential fluorescence; NPY at EC95, then isoproterenol;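 active means inhibition above the campaign mean inhibition of all tested compounds plus 3 SD, cut at about 20% in these data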;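 further: 0% = DMSO wells given NPY plus isoproterenol and 100% = isoproterenol alone without NPY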
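Material: HEK293 cells with Y1 receptor plus CNG channel; times: compound incubation 1 h at room temperature, readout 45 min post-stimulation; signal: fluorescence, membrane potential probe; read-out basis: fluorescence ratio normalized to % inhibition between controls; benchmarks: full-block control isoproterenol-only wells, zero-block control NPY plus isoproterenol wells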
* = called active by the depositor; / = no result given; & = joins results of further samples.

SMILES | S1P4 agonist | NPY2 pot ag | S1P4 antag | TRPML3 ag | EP2 modulator | CHOP inhibitor | zfTRPN1 agonist | NPY1 pot ag | NPY Y1 blocker
CN=C1SC(CC(=O)Nc2c(C)cccc2C)C(=O)N1/N=C/c1cccs1 (stereo not given) | -0.2 | 6 | -25 | 0.1 | -11 | 41 | 0.8 | -5 | 3
Cc1cc(C)cc(NC(=S)N2CCC(NC(=O)c3ccccc3C)CC2)c1 | -2.8 | -4 | 12 | 1.0 | -34 | 9 | -0.1 | -3 | 4
Cc1cc(C)cc(OCc2nnc(SCC(=O)OC(C)C)o2)c1 | 0.1 | 6 | -6 | -0.4 | -1 | 65 | -1.8 | 9 | 8
O=C(O)c1cccc(Nc2nc(Nc3ccccc3)nc(N3CCCC3)n2)c1 | -0.3 | -9 | 3 | 0.6 | 25 | 29 | 0.6 | 15 | -1
COc1cccc(Cn2c(C3CC3)nc3ccc(NC(=O)c4ccco4)cc3c2=O)c1 | 0.7 | -20 | -12 | 3.1 | -20&34 | 25 | 4.4 | -16 | 5
CC(C)NC(=O)c1onc(CSc2cccc(F)c2)c1C(=O)O | -1.5 | -31 | 8 | -0.8 | 6 | 15 | -0.7 | -28 | 16
CCC(CC)C(=O)Nc1nnc(SCC(=O)NC(C)(C)C)s1 | -0.3 | 9 | -1 | -0.4 | 18 | -13 | 0.1 | 21 | -3
Cc1ccc2[nH]c(C(=O)O)c(-c3ccccc3)c2c1 | 0.0 | -11 | -10 | 0.1 | 37&31 | -11 | 0.6 | 0 | 3
CCOC(=O)C(CC)/C(C)=N\NC(=O)c1ccccc1O (stereo not given) | -1.1 | -5 | -19 | 0.6 | 16 | 12 | 0.9 | -5 | -1
CC1CN(c2cc(=O)n(-c3ccc(Cl)cc3)c(=O)[nH]2)CC(C)O1 (stereo not given) | 0.8 | 6 | -14 | 1.2 | 24 | -2 | 0.9 | 13 | -3
Cc1ccc(/C=N/NC(=O)c2ccc3nc[nH]c3c2)s1 | 0.7 | 10 | 13 | 0.9 | -57 | -18 | -0.6 | -1 | 0
COC(=O)c1cc2nc(-c3ccc(OC)cc3)cc(C(F)(F)F)n2n1 | 0.6 | 2 | -11 | 1.0 | 3 | 70* | -0.1 | 0 | -1
O=C(O)c1ccc(/C=N/NC(=S)NCCN2CCOCC2)cc1 | 0.7 | 9 | -18 | 0.7 | -7 | -5 | -0.5 | 9 | -3
COc1ccccc1-n1c(C)cc(C=O)c1C | -3.0 | 5 | -7 | 0.7 | 15 | -19 | -0.5 | -7 | 4
CCCc1nnc(NC(=O)Cn2c(=O)sc3ccccc32)s1 | 1.6 | -16 | -9 | 1.5 | -3&-33 | -19 | 2.2 | 4 | 0
Cc1cccc(C)c1OCc1n[nH]c(=S)o1 | 1.0 | -20 | -26 | 1.1 | 19 | -33 | 0.2 | -28 | 13
CCOC(=O)c1c(C2CC2)csc1NC(=O)CSCc1c(C)noc1C | 0.2 | -27 | -3 | -0.9 | 76* | 50 | -1.9 | -31 | 19
CC(C)(C)c1ccc(/C=C/C(=O)O)s1 | 0.3 | -14 | 1 | 1.3 | -14 | 10 | 3.0 | -14 | 7
O=C(CCCNS(=O)(=O)c1ccc(Cl)c(Cl)c1)NCCc1ccccn1 | 0.3 | 1 | -8 | 1.4 | 22 | -9 | -1.7 | 18 | 3
CCOc1ccc2c(c1)-c1c(ssc1=S)C(C)(C)N2C(=O)c1ccco1 | -0.4 | 11 | 4 | 1.3 | 26 | 25 | -2.1 | -2 | -3
CCN(CC)C(=O)c1[nH]cnc1C(=O)N[C@@H](CC(C)C)C(=O)OC(C)(C)C | 0.8 | -3 | 1 | -0.6 | -8 | -19 | -0.4 | -1 | -2
O=S(=O)(CCc1nc2ccccc2o1)c1ccc2ccccc2c1 | -1.9 | -5 | 2 | 0.2 | -24 | 22 | -1.0 | -15 | 16
Cc1ccc(NS(=O)(=O)c2cc(C(=O)O)ccc2Cl)c(C)c1 | 1.5 | 3 | -4 | 1.5 | -2 | 13 | 0.7 | 2 | -1
O=C(CC1SC(=Nc2ccccc2)N(CCc2c[nH]c3ccccc23)C1=O)Nc1ccccc1F (stereo not given) | 0.8 | 20 | -24 | 0.6 | -41 | 38 | 1.4 | 25 | 3
O=C(Nc1ccc(Cl)cn1)C1CCN(S(=O)(=O)c2cccs2)CC1 | 0.0 | 22 | -8 | 3.5 | -34 | 16 | 7.7 | 19 | /
New compounds follow:
SMILES | S1P4 agonist | NPY2 pot ag | S1P4 antag | TRPML3 ag | EP2 modulator | CHOP inhibitor | zfTRPN1 agonist | NPY1 pot ag | NPY Y1 blocker
COc1ccc(OCCCC(=O)Nc2cccc([N+](=O)[O-])c2C)cc1 | 3.2 | -12 | -12 | -0.2 | -6 | -1 | -0.7 | -29 | 0
COC(=O)c1nn(-c2ccc3c(c2)OCO3)cc1O | 0.6 | 9 | -19 | -0.2 | -4 | 2 | 1.1 | 17 | 7
FC(F)(F)C(F)(F)c1nnc2ccc(-n3ccnc3)nn12 | -0.3 | 8 | -18 | 1.2 | 4 | 12 | 0.5 | 11 | 1
COc1cc(/C=C(\C#N)c2nc3c(s2)CCCC3)ccc1O | 0.3 | -5 | -11 | 11 | -6 | 24 | 5.6 | -4 | 1
CCN1CCN(C(=O)CS(=O)Cc2nc(-c3ccc(OC)cc3)oc2C)CC1 (stereo not given) | 0.1 | 2 | -23 | -0.8 | 2 | 48 | -0.3 | 1 | -1
CC1CCN(C(=O)Cn2c(=O)n(-c3ccc(F)cc3)c(=O)c3sccc32)CC1 | 1.0 | 2 | -3 | 0.2 | 13 | 44 | 0.3 | 22 | -5
Cc1ccccc1-c1nc(C#N)c(NCc2ccco2)o1 | 0.7 | -3 | 7 | 0.2 | -9 | -3 | -0.8 | 2 | 1
COc1ccc(O)c(C(=O)c2cnc3c(c2)c(=O)[nH]c(=O)n3C)c1 | 0.1 | 2 | -10 | -0.3 | -16 | -11 | -1.6 | 1 | -2
COc1nc(-c2ccc(C)cc2)ccc1-c1noc(-c2ccco2)n1 | -0.1 | -6 | -6 | -0.5 | 14 | / | -1.2 | -22 | 4
CC(C)Cn1c(/C=C/c2ccco2)nc2ccccc21 | 0.7 | 8 | 0 | 0.4 | 40 | -15 | 0.3 | 12 | 4
Clc1cccc(N/N=C(\Cc2nc3ccccc3[nH]2)c2ccccc2)c1 | 3.9 | 9 | -9 | 0.1 | 23 | 67 | 0.3 | 18 | -4
O=C(COC(=O)C1CCN(S(=O)(=O)c2ccc3c(c2)OCCO3)CC1)Nc1cccc2ccccc12 | 1.0 | 2 | -10 | 0.4 | -13 | -6 | -1.8 | -10 | 1
CCOC(=O)c1c(C)[nH]c(C)c1C(=O)CSc1ncccn1 | 0.8 | -6 | 5 | 0.5 | 8 | -3 | 1.0 | -26 | 3
O=C(O)c1cccc2c1C(=O)c1ccccc1-2 | -0.2 | 7 | 17 | -0.4 | -4 | 17 | -0.4 | -6 | /
O=C(NC1CCN(Cc2ccccc2)CC1)c1cncc(Br)c1 | 4.0 | -17 | -15 | 0.7 | -9 | 29 | 3.6 | -7 | 3
COc1ccc(CC(=O)Nc2cccc(/C(C)=N/NC(=O)c3cccc([N+](=O)[O-])c3)c2)cc1 | -0.5 | 4 | -4 | 0.5 | -6 | 0 | -1.4 | 18 | -6
CCOC(=O)C1=C(C)N(C)C(=O)NC1c1c(C)nn(-c2ccc(C)cc2)c1Cl (stereo not given) | 0.8 | -10 | 12 | 0.5 | -8 | -7 | 0.7 | 0 | 8
c1cc(-c2cccs2)nc(-c2cccs2)c1 | 0.7 | -2 | -3 | 0.1 | 52 | 0 | 0.3 | -6 | 11
O=C(O)CCn1cc(C(=O)O)c(-c2ccccc2)n1 | -2.3 | -8 | -7 | -0.6 | 11 | 7 | -2.2 | -9 | /
CC(C)c1nc(=S)n(-c2ccccc2)[nH]1 | -0.7 | 16 | -10 | 0.1 | 23 | -19 | 0.7 | 16 | 0
COc1ccc(C2=NN(c3nc4ccccc4s3)C(=O)/C2=C\N(C)C)cc1 | 0.4 | 7 | -14 | 0.1 | -31 | 37 | -1.1 | 14 | -7
O=C1C(Cc2ccc(O)cc2)NC(=S)N1C1CCCCC1 (stereo not given) | 1.2 | 0 | 2 | 0.2 | 43 | 14 | -0.3 | 1 | /
CCCN(C(=O)CSc1nnnn1C)c1c(N)n(Cc2ccccc2)c(=O)[nH]c1=O | -0.9 | -5 | -2 | -0.2 | 19 | 9 | 0.7 | 7 | 2
Cc1ccc(-c2c[n+](CC(=O)c3cccs3)c3n2CCC3)cc1 | -3.0 | -15 | -22 | 0.2 | -1 | -12 | -1.2 | 15 | /
CCCNC(=O)Nc1ccc(F)c(Cl)c1 | 0.0 | -5 | 7 | 1.0 | -29 | 9 | 1.1 | -5 | 2

A second format for two compounds above.
compound	S1P4 agonist	NPY2 pot ag	S1P4 antag	TRPML3 ag	EP2 modulator	CHOP inhibitor	zfTRPN1 agonist	NPY1 pot ag	NPY Y1 blocker
CCOC(=O)c1c(C2CC2)csc1NC(=O)CSCc1c(C)noc1C	0.2	-27	-3	-0.9	76*	50	-1.9	-31	19
CC(C)(C)c1ccc(/C=C/C(=O)O)s1	0.3	-14	1	1.3	-14	10	3.0	-14	7

Remaining list, next part.
SMILES | S1P4 agonist | NPY2 pot ag | S1P4 antag | TRPML3 ag | EP2 modulator | CHOP inhibitor | zfTRPN1 agonist | NPY1 pot ag | NPY Y1 blocker
Cc1ccc(S(=O)(=O)N2CCCC2C(=O)Oc2ccccc2)cc1 (stereo not given) | -1.4 | 14 | 1 | -0.6 | 32 | 2 | -1.5 | 17 | 1
O=C(O)CCC(=O)/C=C/c1ccccc1 | 2.4 | -5 | -8 | 0.8 | 11 | 36 | 0.6 | -3 | 8
N#CCNc1ccc([N+](=O)[O-])cc1C#N | -0.4 | -14 | -6 | -0.3 | 0 | 8 | -0.6 | 14 | /
COc1ccc(NS(=O)(=O)c2cccc(C(=O)N/N=C/c3ccc(O)cc3)c2)cc1 | 0.6 | 5 | -19 | -0.2 | -59 | 9 | -0.2 | 11 | 2
COc1cc(C(C)=O)ccc1OCC(O)CNCC1(N2CCCCC2)CCCCC1 (stereo not given) | -0.1 | -2 | 28 | 0.9 | 4 | -10 | 0.1 | 4 | -2
CCn1c(O)c(N=NC(=O)c2cccc(S(=O)(=O)N3CCCCC3)c2)c2ccccc21 | 0.6 | 1 | -12 | -0.5 | 13 | -12 | 1.1 | 9 | 4
Cn1c(-c2ccc(F)cc2)cnc1SCC(=O)N1CCCCC1 | 0.7 | 5 | 3 | -0.2 | 4&6 | 1 | -0.6 | 15 | 3
